Assay outcomes (PubChem)
All columns: NCI-60 one-dose screen, growth in % after 48 h at 10 µM unless noted; 100 = growth as untreated, 0 = no growth, -100 = all killed.
NCI-H322M = NCI-H322M lung cancer | AID 1794733 | actives 2.7% (n = 80,000)
NCI-H226 = NCI-H226 lung cancer; actives 3.5% (n = 79,000); AID 1794732
NCI-H460 = NCI-H460 lung cancer. actives 6.8% (n = 82,000)
SK-OV-3 = SK-OV-3 ovarian cancer cells; actives 3.2% (n = 80,000); AID 1794785
IGROV1 = IGROV1 ovarian cancer; actives 4.7% (n = 79,000)
COLO 205 = COLO 205 colon cancer | actives 7.3% (n = 79,000) | AID 1794742
NCI/ADR-RES = NCI/ADR-RES ovarian cells; actives 4.4% (n = 81,000)
NCI-H23 = NCI-H23 lung cancer; actives 4% (n = 80,000); AID 1794731
NCI-H522 = NCI-H522 lung cancer. actives 8% (n = 78,000)
Numbers without * were called inactive; . = no result given; & = joins results of further samples; ! = not active in a repeat; [ ] = dose if it differs, or a comment. The calls were made as follows: active = growth percent below 10; inactive = the rest.

SMILES	NCI-H322M	NCI-H226	NCI-H460	SK-OV-3	IGROV1	COLO 205	NCI/ADR-RES	NCI-H23	NCI-H522
COc1ccc(N2C(=O)N(c3ccc(C)cc3)C(=N)C2=S)cc1	95	91	97	88	98	104	96	98	74
O=C(O)C1=CCCC1	114	115	109	101	118	107	100	105	101
O=[N+]([O-])c1cc([N+](=O)[O-])c(C(F)(F)F)cc1NN=C(c1ccc(O)cc1)c1ccc(O)cc1	113	79	-38*	-23*	.	-11*	-20*	-16*	-61*
COC(=O)C1C(=O)COC1C (centres undefined)	103	103	112	92	100	104	106	102	92
O=c1[nH]c(=S)c2c(n1CCCO)CCC2	108	.	107	.	103	.	103	100	88
CC(=O)C(=O)N(N)C1=NN=C2N=C(C)C=C(c3ccccc3)N2N1	108	94	108	114	102	109	106	104	85
O=c1c(-c2n[nH]c(=S)o2)cnc2nc[nH]n12	90	111	104	120	97	115	108	103	89
C/C(=N\NC(=S)Nc1ccccc1)c1nnn(-c2ccc(F)cc2)c1C	76	77	40	99	74	35	52	81	85
CC(=O)Oc1ccc(/C(=C(\C)c2ccc(Cl)cc2)c2ccc(OCCN3CCCCC3)cc2)cc1	85	71	20	55	62	-52*	50	47	21
O=C(Nc1cccc2c(O)c(N=Nc3ccc(S(=O)(=O)Nc4nccs4)cc3)cc(N=Nc3ccc(S(=O)(=O)Nc4nccs4)cc3)c12)C(Cl)Cl	90	99	73	107	.	99	101	103	-43*
Cc1cccc(NC(=O)CCc2ccc(N3C(N)=NC(N)=NC3(C)C)cc2)c1	43	100	20	60	.	74	96	31	0.8*
CC(C)(C)n1cc(-c2ccnc(NCCCNS(=O)(=O)c3ccc(F)cc3)c2)c(-c2cccc(F)c2)n1	91	60	36	75	69	33	52	68	57
Cc1cc2nc(CC#N)[nH]c2cc1C	100	104	102	104	89	97	108	96	85
Nc1c(C(=O)Nc2ccccc2-c2cn(CCCO)nn2)sc2nc3c(cc12)CCCCC3	68	90	81	88	59	65	80	62	67
Cc1ccc(N(C(=O)CCc2c[nH]c3ccccc23)[C@H](C(=O)Nc2cccc([N+](=O)[O-])c2)c2ccc(O)cc2)cc1	97	93	99	101	102	108	100	96	90
CNNc1ncnc2c1cnn2-c1ccc(S(N)(=O)=O)cc1	104	91	117	115	104	120	87	94	.
Cn1cc(-c2cc3nc(-c4cn(C)c5ncccc45)cc(N)n3n2)c2ccccc21	37	-22*	3.2*	43	0.9*	3.0*	31	56	-4.2*
CC(C)NC(=O)OCc1c(COC(=O)NC(C)C)c(-c2ccc(Cl)cc2)n2c1CCC2	63	63	25	41	70	57	47	36	51
CC(C)(C)c1cc(-c2nc3ccc(N4CCN(CCO)CC4)cc3[nH]2)cc(C(C)(C)C)c1O	82	99	4.5*	84	83	-57*	93	96	74
COC(=O)[C@H](Cc1cn(C)cn1)NC(=O)[C@H](C)NC(=O)Nc1cc(C(F)(F)F)cc(C(F)(F)F)c1	-55*[100 µM]	-34*[100 µM]	-34*[100 µM]	-98*[100 µM]	-54*[100 µM]	-92*[100 µM]	79[100 µM]	-61*[100 µM]	.
N=C(N)c1ccc(-c2ccc(-c3ccc(Cl)cc3Cl)s2)nc1	61	92	-60*	91	51	-27*	97	85	29
COc1ccc(C2CC(=O)Nc3c(-c4ccc(OC)c(OC)c4)csc32)cc1O (centres undefined)	105	.	98	104	100	118	90	88	83
C1=C(c2ccccc2)CC(c2ccccc2)=C1	105	88	103	110	90	118	110	98	80
CCN(CC)CCC(CNc1ccnc2cc(Cl)ccc12)c1ccc(OC)cc1 (centres undefined)	65&60	95&97	63&70	78&93	38&52	-42*!	73&77	66&72	20&26
O=C(CCl)c1ccc2c(c1)Nc1ccccc1S2	93&102	91&89	105&110	99&100	93&104	87&110	96&95	94&91	-35*!
Other records:
SMILES	NCI-H322M	NCI-H226	NCI-H460	SK-OV-3	IGROV1	COLO 205	NCI/ADR-RES	NCI-H23	NCI-H522
O=C(c1ccccc1)c1ccc2nc(-c3ccco3)c(-c3ccco3)nc2c1	98	94	97	102	105	121	94	103	89
COc1ccc2c(c1)CC[C@@H]1[C@@H]2CC[C@]2(C)C3C(=CC(COC(C)=O)C4C(=O)c5c(O)cccc5C(=O)C43)C[C@@H]12 (some centres undefined)	92	96	94	91	126	111	88	91	106
COc1cc2c(c(OC)c1OC)C1(CCCO1)c1cc3c(c(OC)c1-2)OCO3 (centres undefined)	103	102	104	109	104	120	100	100	92
Cc1ccc(NS(=O)(=O)c2ccc(-c3cnc(C4CC4)o3)cc2)cc1C	43	48	12	31	29	-10*	-11*	21	-7.9*
COc1ccc(CNc2ccccn2)cc1OC	116	101	108	109	116	127	106	105	86
CC(=O)c1ccc(NS(=O)(=O)c2ccc([N+](=O)[O-])cc2)cc1	121	99	114	96	107	106	109	105	.
CC[C@@]1(OC(=O)CN(C)C)C(=O)OCc2c1cc1n(c2=O)Cc2cc3c(N)cccc3nc2-1	-19*	-13*	-5.8*	2.8*	-3.3*	17	5.6*	-27*	-26*
CC(=O)OCc1ccc(Cl)cc1Cl	77	92	110	97	78	120	105	103	97
Brc1ccc2ncc3ccccc3c2c1	105	102	102	114	100	117	98	98	87
CC(C)(C)c1ccc(C2=C/C(=C\c3ccc(Cl)cc3)C(=O)N2CCc2ccc(S(N)(=O)=O)cc2)cc1	98	97	89	103	93	123	100	96	80
Nc1ccc(-c2nnc(NC(=O)c3ccccc3)s2)cc1	94	98	107	91	119	104	114	113	101
CN(C)CC1C(=O)C2CCC1C2 (centres undefined)	97	99	105	111	108	126	105	112	111
O=C(c1ccccc1)N(Cc1ccccc1)Cc1ccccc1	97	87	100	105	74	112	100	101	77
c1ccc(Cn2cc(-c3nc4ccccc4n3Cc3ccccc3)c3cccnc32)cc1	97	91	111	109	89	.	100	87	98
CC(C)CC1(C)CNC(=O)NC1	115	99	105	105	120	106	106	105	.
Nc1nonc1-c1nc2ccccc2n1CC(=O)Nc1ccc(OC(F)(F)F)cc1	123	96	103	114	.	113	116	110	102
N#CSc1ncnc2nc[nH]c12	89	83	80	26	99	97	57	72	65
O=C(Nc1ccc(-n2cnc3cc(-c4ccc(O)cc4)ccc32)cc1)c1ccccc1	86	94	26	103	103	101	64	76	46
O=C(N(c1ccccc1)c1ccccc1)N(c1ccccc1)c1ccccc1	135	97	106	115	.	115	80	93	41
Clc1ccc(NCc2nnc(-c3ccccc3)o2)cc1	86	79	95	93	77	107	92	94	71
O=c1[nH]c2ccccc2cc1CSc1ccc(Nc2nccc(-c3ccc(Cl)cc3)n2)cc1	0.4*	-70*	-60*	-15*	11	-16*	-39*	-27*	2.6*
COc1ccccc1NC(C)=O	109	99	106	109	114	113	106	101	104
Nc1nc2[nH]c(=O)c(=O)[nH]c2c(=O)[nH]1	109	93	110	106	109	115	110	110	97
O=C1C(Nc2ccc(Br)cc2)=C(I)C(=O)c2ncccc21	84	87	23	84	-57*	23	1.4*	11	-46*
COc1ccc(-c2cc(C(=O)OCc3ccc(Br)cc3)nn2-c2ccc(S(C)(=O)=O)cc2)cc1	103	91	87	94	101	119	77	94	48
(continued)
SMILES	NCI-H322M	NCI-H226	NCI-H460	SK-OV-3	IGROV1	COLO 205	NCI/ADR-RES	NCI-H23	NCI-H522
CCCCOc1nc2c(C)cccc2cc1C(c1cn(Cc2ccccc2)c2ccccc12)c1cn(Cc2ccccc2)c2ccccc12	105	100	105	104	105	107	110	106	96
O=C(c1ccc(Br)cc1)c1cc2ccccc2o1	91	89	101	102	85	113	99	93	89
CCN(CC)c1ccc2nc3ccc(N=Nc4ccc(N(C)C)cc4)cc3[n+](-c3ccccc3)c2c1	25	-37*	-66*	-8.3*	14	-90*	0.2*	-65*	-45*
c1ccc(CCNc2ccc3c(c2)Cc2ccccc2-3)nc1	.	104	31	90	.	85	75	93	.
O=C(O)CCCCC(=O)c1ccccc1	100	95	108	98	94	111	100	97	94
N#CC(C#N)=C(NC(=O)c1ccccc1)SCc1ccccc1	100	89	107	95	89	116	105	98	93
CCN1CCN(C(=O)[C@]23CCC(C)(C)C[C@H]2C2=CC[C@@H]4[C@@]5(C)CCC(=O)NC(C)(C)[C@@H]5CC[C@@]4(C)[C@]2(C)CC3)CC1	104	99	53	104	93	65	69	83	75
COc1ccc(/C=C/c2nc(Oc3ccc(C(=O)/C=C/N(C)C)cc3)c3ccccc3n2)cc1	53	78	71	91	64	55	67	87	60
COc1cccc2c(N)cccc12	104	91	104	85	93	93	98	88	80
CSc1ncnc2c1ncn2CO	108	115	118	115	111	121	109	104	130
COC(=O)/C(CCC=C(C)C)=C1\[C@@H](OC(C)=O)C[C@@]2(C)[C@H]1C[C@@H](O)[C@H]1[C@@]3(C)CC[C@H](NCCCNCCCCN)[C@@H](C)[C@@H]3CC[C@@]12C	100	.	92	.	90	95	98	96	99
CCN(Cc1ccncc1)C(=O)C(CO)c1ccccc1 (centres undefined)	100	93	108	119	105	120	98	95	108
O=C1SC(=O)c2ccccc21	100	93	101	.	103	113	100	96	93
CC1=C(C#N)C2=NNC(=O)C(=O)NN2C(c2ccccc2)=C1	107	115	112	104	112	112	111	105	96
Nc1ncc(-c2cnn(C3CCNCC3)c2)cc1-c1nc2cc(Cl)ccc2o1	-59*	-63*	-100*	-82*	.	-100*	-50*	-62*	-88*
c1ccc(Nc2nnc(-c3cccnc3)s2)cc1	101	97	104	103	105	101	100	93	91
O=C(Nc1ccc(Cl)c(Cl)c1)NC(CO)(CO)CO	.	98	103	96	100	106	100	.	89
CC(C)c1cc(C(C)C)c(S(=O)(=O)Oc2ccc(NC(=O)c3ccc(Cl)cc3)cc2)c(C(C)C)c1	60	52	13	78	47	33	36	15	7.9*
O=C(/C=C/c1ccccc1F)c1ccccc1	105	100	104	113	116	116	111	108	.
COc1ccc(C)cc1S(=O)(=O)c1ccc([N+](=O)[O-])cc1Cl	112	107	108	115	121	115	106	99	91
Cc1nn(-c2ccccc2)c2nc3c(c(-c4ccc(Cl)cc4)c12)CNC(c1ccc(Cl)cc1)N3 (centres undefined)	97	90	102	97	98	99	99	94	80

Structures above that have an aryl methoxy group, in the order listed:
SMILES	NCI-H322M	NCI-H226	NCI-H460	SK-OV-3	IGROV1	COLO 205	NCI/ADR-RES	NCI-H23	NCI-H522
COc1ccc(N2C(=O)N(c3ccc(C)cc3)C(=N)C2=S)cc1	95	91	97	88	98	104	96	98	74
COc1ccc(C2CC(=O)Nc3c(-c4ccc(OC)c(OC)c4)csc32)cc1O (centres undefined)	105	.	98	104	100	118	90	88	83
CCN(CC)CCC(CNc1ccnc2cc(Cl)ccc12)c1ccc(OC)cc1 (centres undefined)	65&60	95&97	63&70	78&93	38&52	-42*!	73&77	66&72	20&26
COc1ccc2c(c1)CC[C@@H]1[C@@H]2CC[C@]2(C)C3C(=CC(COC(C)=O)C4C(=O)c5c(O)cccc5C(=O)C43)C[C@@H]12 (some centres undefined)	92	96	94	91	126	111	88	91	106
COc1cc2c(c(OC)c1OC)C1(CCCO1)c1cc3c(c(OC)c1-2)OCO3 (centres undefined)	103	102	104	109	104	120	100	100	92
COc1ccc(CNc2ccccn2)cc1OC	116	101	108	109	116	127	106	105	86
COc1ccccc1NC(C)=O	109	99	106	109	114	113	106	101	104
COc1ccc(-c2cc(C(=O)OCc3ccc(Br)cc3)nn2-c2ccc(S(C)(=O)=O)cc2)cc1	103	91	87	94	101	119	77	94	48
COc1ccc(/C=C/c2nc(Oc3ccc(C(=O)/C=C/N(C)C)cc3)c3ccccc3n2)cc1	53	78	71	91	64	55	67	87	60
COc1cccc2c(N)cccc12	104	91	104	85	93	93	98	88	80
COc1ccc(C)cc1S(=O)(=O)c1ccc([N+](=O)[O-])cc1Cl	112	107	108	115	121	115	106	99	91
